Screens from PubChem.
SIAH1 antagonists = Siah-1 peptide-binding antagonists, primary screen, biochemical, fluorescence polarization, rhodamine-plectin, uHTS (AID 1817) | Siah-1 / rhodamine-plectin peptide fluorescence polarization; higher % means a stronger effect | 290,000 compounds, 0.02% hits | one-dose displacement, % at 20 µM; IC50 in µM for titrated hits;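 active means displacement of at least 50% at 20 µM, with a fluorescence ratio check between 0.3 and a set limit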;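 further: plate controls were Siah plus tracer with DMSO for no effect and tracer alone without Siah for full effect; strong numbers were not always called active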
PMI inhibitors = inhibitors of human PMI, primary screen, biochemical, fluorescence intensity, coupled assay (AID 1209). purified PMI enzyme, coupled fluorescence intensity; higher % means a stronger effect. one-dose inhibition, % at 20 µM; IC50 in µM for titrated hits. 190,000 compounds, 0.42% hits;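 further: plate controls were DMSO vehicle for no effect and wells lacking substrate for full effect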
TNAP activation fold = human TNAP enzyme activators, primary screen, biochemical, luminescent, no phosphate acceptor, uHTS (AID 1001); activation fold at 20 µM; hits with a dose series show EC50 in µM; 200,000 compounds, 0.03% hits; purified TNAP, luminescent activation assay, no phosphate acceptor; higher activation fold means a stronger effect; in the data active means activation fold from about 3, or a potency from the dose series; inactive means the rest, 99 in 100 with activation fold below about 1.6; further: many of its hits are not listed in these tables
P. falciparum M17LAP = P. falciparum M17LAP inhibitors, primary screen, biochemical, fluorogenic H-Leu-NHMec substrate, 1536-well (AID 1619); recombinant M17LAP, H-Leu-NHMec fluorogenic kinetic assay; higher % means a stronger effect; inhibition, % at 30 µM, or IC50 in µM where a hit was titrated; 220,000 compounds, 0.38% hits;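 active means compound inhibiting the enzyme by more than half at any dose during confirmatory dose-response retesting; inconclusive means strong single-dose inhibitors picked by rank but not retested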;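 further: plate controls were full reaction with DMSO carrier for no effect and no enzyme background for full effect; strong numbers were not always called active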
XIAP antagonists = small molecules displacing peptide from XIAP – biochemical, IAP family, fluorescence polarization (AID 1018); XIAP BIR domain, fluorescence polarization peptide displacement; higher % means a stronger effect; one-dose displacement, % at 20 µM; IC50 in µM for titrated hits; 200,000 compounds, 0.007% hits; in the data active means displacement above about 50%; further: a part of the inactive calls stands beside numbers as strong as those of hits
P. falciparum M1AAP = P. falciparum M1AAP inhibitors, biochemical, fluorogenic H-Leu-NHMec substrate, 1536-well (AID 1445) | recombinant M1AAP, H-Leu-NHMec fluorogenic kinetic assay; higher % means a stronger effect | inhibition, % at 30 µM, or IC50 in µM where a hit was titrated | 220,000 compounds, 0.42% hits;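 active means primary inhibition above the hit cutoff, then over 50% inhibition at one or more dose response concentrations, cut at about 23% in these data, passing the limit was not always enough; inconclusive means conflicting primary data, or primary hits not chosen for dose response; inactive means low primary inhibition, or under 50% at every dose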;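 further: plate controls were DMSO full reaction for no effect and no enzyme background for full effect; strong numbers were not always called active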
Lipid droplet = hepatic lipid droplet formation modulation; AML12 mouse hepatocytes, oleate lipid droplets, BODIPY imaging; inhibition, % at 6.5 µM; 240,000 compounds, 0.4% hits; AID 1656;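 active means lipid droplet intensity inhibited by at least 50%, with more than 500 cells counted; inconclusive means wells with under 300 cells, treated as cytotoxic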
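Test system: AML12 hepatocytes (mouse); reagent: oleate loading, 100 µM; dosing: one dose, 6.5 µM compound; incubation: overnight exposure; signal: fluorescence imaging, 20x objective, two fields per well; read-out basis: % inhibition of corrected integrated BODIPY droplet signal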
PMI inhibition = MPI inhibition at elevated mannose 6-phosphate – biochemical, fluorescence intensity, high mannose 6-phosphate, primary screen (AID 1220); recombinant PMI enzyme, coupled fluorescence intensity; higher % means a stronger effect; inhibition, % at 20 µM, or IC50 in µM where a hit was titrated; 190,000 compounds, 0.66% hits
UTI89 phage lysis = inhibition of K1F phage lysis, E. coli UTI89, bacterial capsule biogenesis inhibitors, alamar blue (AID 488966); E. coli UTI89 K1F phage lysis, alamar blue, 2 h; higher % means a stronger effect; inhibition, % at 100 µM, or IC50 in µM where a hit was titrated; 340,000 compounds, 0.02% hits;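 active means phage lysis inhibition, versus mean bacterial control, above a set limit; inconclusive means no clear call, values can overlap the other calls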;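 further: capsule biogenesis inhibitors block K1F phage lysis so surviving cells raise fluorescence; higher fluorescence means more inhibition of phage lysis; actives were called in the ten point dose series up to 300 µM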
Lipid droplet cells 6.5 µM = recorded beside Lipid droplet, whose call it bears; cell count; measured here: cell count, cytotoxicity flag;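 cells counted across two imaged fields per well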
The depositor's hits bear a star; u = inconclusive; x = not tested or not shown; [ ] = dose if it differs, or a comment. Unless noted, no stated cut-off is given here; in the data, active means inhibition above about 50%; inactive means the rest.

The opening 4 entries, ahead of the listing:
Each structure is followed by: SIAH1 antagonists, PMI inhibitors, TNAP activation fold, P. falciparum M17LAP, XIAP antagonists, P. falciparum M1AAP, Lipid droplet, Lipid droplet cells 6.5 µM, PMI inhibition, UTI89 phage lysis
> CCCCCC(=O)Nc1cc2[nH]c(=O)cc(COC)c2cc1C
    -5%, -1%, 1.1, -2%, -0.2%, 1%, x, x, -3%, -0.4%
> Cc1ccc(C(=O)NC(=S)Nc2nc(-c3cccc([N+](=O)[O-])c3)cs2)c(Cl)c1
    5%, 0%, 1, 6%, -4.7%, -3%, 18, 770, 3%, 0.3%
> Clc1cccc(Cl)c1Cn1c(-c2cccnc2Cl)nc2ccccc21
    4%, -2%, 1.1, -6%, -4.5%, 5%, x, x, 5%, 1.1%
> O=CNCCCc1nc2ccccc2n1Cc1cccc2ccccc12
    4%, -6%, 1.3, -3%, -5.8%, -1%, -1, 776, -2%, 0.0%

Results, previewed entries included:
Each structure is followed by: SIAH1 antagonists, PMI inhibitors, TNAP activation fold, P. falciparum M17LAP, XIAP antagonists, P. falciparum M1AAP, Lipid droplet, Lipid droplet cells 6.5 µM, PMI inhibition, UTI89 phage lysis
> CCCCCC(=O)Nc1cc2[nH]c(=O)cc(COC)c2cc1C
    -5%, -1%, 1.1, -2%, -0.2%, 1%, x, x, -3%, -0.4%
> Cc1ccc(C(=O)NC(=S)Nc2nc(-c3cccc([N+](=O)[O-])c3)cs2)c(Cl)c1
    5%, 0%, 1, 6%, -4.7%, -3%, 18, 770, 3%, 0.3%
> Clc1cccc(Cl)c1Cn1c(-c2cccnc2Cl)nc2ccccc21
    4%, -2%, 1.1, -6%, -4.5%, 5%, x, x, 5%, 1.1%
> O=CNCCCc1nc2ccccc2n1Cc1cccc2ccccc12
    4%, -6%, 1.3, -3%, -5.8%, -1%, -1, 776, -2%, 0.0%
> CC(C)(C)CC(=O)Nc1nnc(C(F)(F)F)s1
    3%, -3%, 1.1, 9%, -4.7%, 9%, 9, 731, -4%, 0.9%
> O=C(Nc1ccc(F)cc1F)c1ccc(-n2cccn2)c([N+](=O)[O-])c1
    4%, 19%, 1, 0%, -0.1%, 10%, -11, 633, 14%, 1.3%
> CC1CN(c2ncnc3c2c(-c2ccccc2)cn3-c2ccc(F)cc2)CC(C)O1 (stereo not given)
    10%, 2%, 1.1, 1%, -0.9%, -4%, 22, 670, 6%, 0.2%
> Oc1ccc(/C=N/Nc2cc(N3CCOCC3)nc(N3CCOCC3)n2)cc1O
    0%, 77%*, 0.3, 31%, -6.6%, 6%, -7, 656, 29µM*, -1.4%
> COc1ccc(OCc2nn3c(-c4ccccn4)nnc3s2)cc1
    1%, 14%, 1, -3%, -2.6%, 1%, x, x, 8%, 1.7%
> COc1ccc(Sc2cnn(-c3ccccc3)c(=O)c2Cl)cc1
    -2%, 6%, 1, 14%, -1.5%, -2%, x, x, 4%, 1.9%
> O=C(NCc1ccco1)c1c(F)cccc1Cl
    -2%, 3%, 1.1, 0%, -1.0%, 1%, -13, 626, 2%, 6.2%
> CCOC(=O)C1=C(N)OC2=C(C(=O)CCC2)C1c1cccs1 (stereo not given)
    -6%, 9%, 1.1, -4%, -3.5%, 3%, x, x, 7%, 2.9%[50 µM]
> CCCOC(=O)CSc1nc(N)c(C#N)c(CC)c1C#N
    -4%, 2%, 1, -2%, -6.5%, 8%, -2, 624, 8%, -2.4%
> COc1ccc(-n2nnnc2-c2cnc3cc4c(cc3c2C)OCO4)cc1
    4%, 3%, 1.1, 2%, -2.7%, 6%, x, x, 5%, 1.0%
> Cc1ccc(NNC(=O)c2ccno2)cc1Cl
    -3%, x, x, -7%, x, -1%, 3, 680, x, 1.6%
> CCC(=O)Nc1ccc(Cl)c(NC(=O)c2cccnc2)c1
    2%, 15%, 1.1, 0%, -7.5%, 0%, -8, 773, 9%, 0.2%
> COc1n[nH]c(C(=O)Nc2cc(Cl)ccc2Cl)c1[N+](=O)[O-]
    -2%, 3%, 1, 31%, -2.6%, 12%, -1, 712, -10%, -0.1%
> COc1cccc(NC(=S)NNC(=O)c2ccccc2OC(F)F)c1
    1%, 2%, 1.5, -2%, -21%, u, x, x, 6%, 8.6%
> CCC(C)NC(=O)C(=O)NCc1ccncc1 (stereo not given)
    0%, -8%, 1.1, 5%, -8.1%, 1%, x, x, -3%, -0.6%
> O=C(COC(=O)CCc1ccc(S(=O)(=O)N2CCCCC2)cc1)Nc1cccc2ccccc12
    9%, 23%, 1.3, 6%, -4.2%, 22%, -12, 578, 12%, -0.1%[50 µM]
> CN1CCN(C(c2cccnc2)c2ccc3cccnc3c2O)CC1 (stereo not given)
    -11%, 40%, 0.7, 6%, -2.0%, 12%, 0, 738, 40%, 0.0%
> CCOc1cc(C2CC(=O)NC(SCC)=C2C#N)ccc1O (stereo not given)
    0%, 9%, 1.1, 2%, -5.4%, 3%, x, x, 45%, 0.1%
> COc1cccc(/C=N/N2CCN(C3c4ccccc4-c4ccccc43)CC2)c1O
    4%, x, x, -8%, x, -9%, 57*, 718*, x, 0.4%
> CC(C)(CN1CCN(C(c2ccccc2)c2ccccc2)CC1)NS(=O)(=O)c1ccccc1
    -2%, x, x, -4%, x, 5%, 0, 661, x, 0.2%
> CC(C)(C)N(Cc1cc2ccccc2[nH]c1=O)C(=O)C1CCCCC1
    13%, 7%, 1, 2%, -1.8%, 0%, 0, 784, 13%, 3.1%
> CCC(NC(=O)NCc1ccc2c(c1)OCO2)(C(F)(F)F)C(F)(F)F
    -7%, 7%, 1.1, 9%, -3.4%, 10%, 1, 810, 2%, -1.1%
> CCOC(=O)C1CCN(S(=O)(=O)c2ccc(Cl)nc2)CC1
    15%, x, x, -5%, x, -2%, -1, 658, x, 0.7%
> CCc1ccc(NC(=O)CS(=O)CC(=O)NCCCc2ccccc2)cc1 (stereo not given)
    28%, -12%, 1.1, 11%, -3.0%, 0%, x, x, -20%, 5.2%
> CCn1c(COc2ccccc2C)nnc1SCC(=O)N1CCN(c2ccccc2)CC1
    3%, 10%, 1, 1%, -0.3%, 0%, 40, 656, 8%, -0.9%
> CN(C)S(=O)(=O)N(CC(=O)Nc1ccccc1)c1ccccc1
    -1%, 0%, 1.1, -10%, -0.8%, 4%, -6, 747, 0%, 0.2%
> COc1ccc(-n2nnnc2SCC(=O)c2ccc3c(c2)OCCO3)c(OC)c1
    1%, 0%, 0.9, 9%, 0.7%, 1%, x, x, 8%, 0.2%
> Cc1cccc(N=CC=C2OC(C)(C)C(C)(C)O2)c1
    -1%, -38%, 1.1, 19%, -1.3%, 6%, 0, 651, -28%, 0.2%
> CC(=O)c1c(C)[nH]c(C(=O)Nc2ccc(C)c(S(=O)(=O)N(C)C)c2)c1C
    -3%, -4%, 1.1, 4%, -4.4%, 0%, 4, 708, -5%, -0.3%
> Fc1ccc(C2=Nc3cccc4cccc(c34)N2)cc1
    2%, 15%, 0.9, 5%, -3.1%, 7%, 1, 704, 45%, 0.1%
> O=C(O)c1cc(-c2ccc(Cl)cc2)n[nH]1
    4%, 0%, 0.2, -1%, -7.2%, -3%, 14, 659, 10%, 0.3%
> COc1ccc(-c2ccc3nnc(SCC(N)=O)n3n2)cc1
    6%, -6%, 1.1, 5%, 0.2%, 6%, 0, 762, -1%, 0.0%
> O=[N+]([O-])c1cccc(-c2ccc(/C=N/n3c(-c4ccccc4)n[nH]c3=S)o2)c1
    1%, -2%, 0.9, -2%, 4.2%, 9%, 7, 597, -8%, 1.4%[50 µM]
> CCOC(=O)c1c(-c2ccccc2)csc1NC(=O)/C(C#N)=C/c1ccc(OC)c(OC)c1
    -1%, 13%, 0.9, 3%, -1.5%, 1%, -5, 602, 5%, 3.6%
> O=S(=O)(c1cccc(S(=O)(=O)N2CCCC2)c1)c1cccc(S(=O)(=O)N2CCCC2)c1
    3%, 4%, 1, -8%, -3.3%, 5%, x, x, 8%, 8.1%
> O=C(O)c1nc(-c2ccccc2)n(-c2ccc(Cl)cc2)n1
    -4%, -2%, 1.1, 30%, -2.2%, -1%, x, x, -4%, 0.3%
> CCO[C@H]1OC(C(=O)NC2CC2)=C[C@@H](c2ccc3c(c2)OCO3)[C@@H]1CCCO
    -1%, 8%, 1, -1%, 4.3%, 2%, 7, 762, 7%, 0.9%
> O=C(NCc1ccccc1)Nc1cccc2ccccc12
    3%, 8%, 1.1, -2%, -3.8%, 5%, -17, 722, 0%, 0.1%
> COCCn1c(Cc2ccccc2)nnc1SCC(=O)NC(C)C
    -1%, 0%, 1.1, 7%, -0.4%, -7%, x, x, 4%, -0.9%
> CCC(=O)Nc1cccc(NC(=S)NC(=O)c2cccc(C)c2)c1
    -2%, 8%, 1, -5%, -4.2%, 6%, -18, 610, 13%, 1.6%
> CCOC(=O)c1ccc(NC(=O)Nc2ccc(F)cc2)cc1
    2%, 3%, 1.1, -8%, 0.0%, -2%, 2, 766, 3%, 1.9%
> Cc1ccc(C(=O)N/C(=C\c2ccc([N+](=O)[O-])cc2)C(=O)NCCc2ccccc2)cc1
    0%, -2%, 1.1, -9%, -4.4%, 7%, x, x, 4%, 1.5%
> CC(C)CCC1=NN(C(=O)c2ccco2)C(O)(C(F)(F)F)C1 (stereo not given)
    -1%, 0%, 1.1, -16%, -5.2%, -2%, -42, 623, -4%, 1.6%
> COc1ccc(OCC(=O)N/N=c2\oc3c(OC)cccc3cc2C(N)=O)cc1
    3%, 11%, 1.1, -25%, -4.4%, 3%, 28, 643, 1%, 0.7%[50 µM]
> Cc1ccc(CSc2nnc(CC(=O)Nc3ccc(C)cc3)n2C)cc1
    10%, 0%, 1.1, 14%, 1.4%, 12%, x, x, -5%, 1.5%
